PGC1a acetyl inh: modulators of PGC1a acetylation; U2OS PGC1a acetylation, AlphaScreen anti-acetyl-lysine; with virally co-expressed GCN5 acetyltransferase; inhibition, % at 15.6 µM; hit rate 0.17% among 350,000;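 active = every replicate shows inhibition of at least 40%; inconclusive = mean inhibition at least 40% but some replicate below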;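 note: 0% = neutral control wells and 100% = positive control wells; some results beyond the cut were filed as inactive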
PAX8 inh HTS: PAX8 transcriptional activity inhibition. inhibition, % at 12.6 µM. hit rate 1.2% among 360,000. AID 652154. RMG-I TPO-luciferase reporter, SteadyGlo, 24 h;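 active = mean replicate inhibition at least 60% with every replicate also reaching 60%; inconclusive = only one of the two criteria is met; inactive = mean below 60% and not all replicates reaching 60%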;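 note: luciferase light reporting Pax8 driven TPO promoter activity; plate controls were median of neutral control wells for no effect and mitoxantrone controls for full effect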
GSIS activator: GLuc luminescence reporter in INS-1E cells, primary screen for activators of glucose-dependent secretion of insulin | INS-1E GLuc reporter insulin secretion, 2-3 h | activation, % at 16.6 µM | hit rate 0.61% among 370,000 | AID 743287;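 active = lowest replicate activation of at least 40%, so every replicate reaches that level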;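 note: 0% = median of neutral control wells and 100% = median of IBMX positive control wells; some compounds called inactive have numbers as strong as hits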
C2C12 statin: suppression of simvastatin myotoxicity. rescue of ATP level, % at 7.49 µM. hit rate 0.78% among 330,000. AID 602340. C2C12 myotubes + simvastatin, ATP luminescence, 48 h; scaled: DMSO 0, geranylgeraniol control 100;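 active = mean ATP rescue above about 67%, or every replicate alone reaching that limit, limit read from the data, passing the limit was not always enough; inconclusive = no clear call, values can overlap the other calls; inactive = mean under the limit and some replicate under it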;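 note: myotubes were challenged with 10 µM simvastatin during compound exposure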
ARNT-TACC3 inh: disruptors of human ARNT/TACC3 interaction; hit rate 0.66% among 390,000; AlphaScreen His-ARNT PAS-B/GST-TACC3 binding, luminescence; TACC3 fragment carries E629A point mutation; inhibition, % at 9.99 µM; Q9Y6A5;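 active = mean inhibition of replicates at least 50% and at least half of replicates each reaching 50%; inconclusive = half or more replicates reach 50% but mean below 50%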;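 note: 0% = complete ARNT plus TACC3 wells and 100% = ARNT alone without TACC3; many hits fall short of the cut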
Cneo AK release: causes C. neoformans cell lysis; AID 651654; adenylate kinase release luminescence, 4 h; normalised: neutral wells 0, clomiphene wells 100; lysis activity, % at 15 µM; hit rate 0.2% among 360,000;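 active = mean lysis activity across replicates of at least 80%, whatever share of replicates individually reach that level; inactive = mean lysis activity below 80%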
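Material: C. neoformans cells | Amount: Yeast cell density of 5 × 10^6 cells/mL | Medium: Fresh YPD growth medium | Dosing: Single dose | Times: Static 4 h at 37 °C with compound, 1 h detection | Detection: AK luminescence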
LGR2 inh: inhibitors of bursicon-induced Drosophila LGR2 receptor cAMP signaling. HEK293 LGR2, CRE-luciferase, bursicon-stimulated, 4 h. inhibition, % at 9.99 µM. hit rate 0.35% among 380,000. AID 720647;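 active = drop in luminescence signal, shown as inhibition above about 50% in the replicate tests, limit read from the data, passing the limit was not always enough; inconclusive = probably only some replicates passing the limit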;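 note: agonist challenge used bursicon conditioned medium at about half maximal strength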
PglD DTNB: PglD (C. jejuni) enzyme inhibition; purified PglD enzyme, DTNB colorimetric CoA detection; inhibition, % at 12.5 µM; hit rate 0.098% among 360,000; in the data active = inhibition above about 16%, passing the limit was not always enough; inconclusive = no clear call, values can overlap the other calls; note: strong numbers were not always called active
* = called active by the depositor; ? = inconclusive; / = not tested or not shown; & = joins results of further samples.

Second line of a record: PGC1a acetyl inh	PAX8 inh HTS	GSIS activator	C2C12 statin	ARNT-TACC3 inh	Cneo AK release	LGR2 inh	PglD DTNB
1	O=C(Nc1ccc(Cl)cn1)c1cc2ccccc2o1
→ 4	/	/	/	-6	-6	/	-2
2	CC(=S)/C=C1\Sc2ccccc2N1C
→ 5	/	0	-1	6	8	3	-7
3	COC(=O)c1ccc(C)c(NC(=O)COC(=O)C2CC3CCCC(C2)C3=O)c1 (stereo not drawn)
→ -5	6	11	8	2	1	-2	-7
4	Cc1cc(C(=O)Nc2ccc(S(=O)(=O)Nc3nccs3)cc2)c(C)o1
→ -2	/	/	-9	17	1	/	4
5	CCOC(=O)CNC(c1ccccc1)c1cc(Br)ccc1NC(C)=O (stereo not drawn)
→ -5	31	-14	/	9	/	-41	/
6	C[C@@H]1CCCCO[C@H](CN(C)S(=O)(=O)c2ccc(F)cc2)[C@@H](C)CN([C@@H](C)CO)C(=O)c2cc(NC(=O)Nc3ccc(F)cc3)ccc2O1
→ 8	62*	7	/	-6	11	5	2
7	Cc1ccc(-c2cnc3c(c2)C(=O)N([C@@H](C)CO)C[C@H](C)[C@H](CN(C)Cc2ccccc2F)O3)cc1
→ -5	/	-25	0	-2	-2	6	4
8	COc1ccc(NS(=O)(=O)c2ccc3oc(=S)[nH]c3c2)cc1
→ -1	-2	10	/	-30	/	3	/
9	COC(=O)c1ccc2c(c1C(=O)OC)CN(S(=O)(=O)C(C)(C)C)[C@@H]2CCO
→ 3	-27	11	5	-4	0	3	0
10	COc1cc(-c2cn[nH]c2N)cc(OC)c1OC
→ -8	/	/	-55	8	0	/	0
11	COc1cccc(N2CCN(C(=O)Nc3ccccc3Cl)CC2)c1
→ /	6	9	3	/	1	1	-7
12	COc1cccc(/C=C/C(=O)OCC(=O)N2c3ccccc3CC2C)c1 (stereo not drawn)
→ 7	4	-36	-7	/	-1	26	0
13	CCOc1ccccc1OCCCC(=O)N1CCN(S(=O)(=O)c2cc(F)ccc2F)CC1
→ 10	10	-14	1	34	4	-9	-6
14	Nc1ccc(Nc2nc(-c3ccncc3)cs2)cc1
→ -7	/	2	-124	2	-1	-30	5
15	O=C(Cn1ncc2c3ccccc3n(Cc3cccc(Cl)c3)c2c1=O)NCc1ccccn1
→ -5	4	27	45	6	14	-8	4
16	Clc1ccccc1/C=C/c1nc(-c2cccnc2)no1
→ -8	-78	11	0	-3	-3	-52	2
17	CC(=O)NC(Cc1c[nH]c2ccccc12)C(=O)OCC(=O)Nc1cc(C)on1 (stereo not drawn)
→ 1	18	/	-3	-2	3	/	-1
18	C=C(C)COc1ccc(-c2nc(N)ncc2-c2ccc(Br)cc2)c(O)c1
→ -17	1	2	8	27	0	-32	1
19	CCn1c(CSCc2c(Cl)cccc2Cl)n[nH]c1=S
→ 0	9	9	-12	-7	-4	11	-2
20	COc1ccc(-n2nc3c(c2NC(=O)Cc2cccc(C)c2)CS(=O)C3)cc1 (stereo not drawn)
→ -9	7	/	8	8	1	12	-2
21	CCNC(=O)C[C@H]1CC[C@H]2[C@@H](COc3ccc(NC(=O)Nc4ccc(C#N)cc4)cc3C(=O)N2C)O1
→ 1	14	3	-18	10	1	-1	-3
22	CC1=NN(c2ccccc2)C(=O)C1CCC#N (stereo not drawn)
→ -20	-11	-14	-9	/	0	-10	1
23	Cc1cc(OCC(O)CN2CCCC2)ccc1C(C)C (stereo not drawn)
→ -3	0	-8	-6	-1	5	1	8
24	CNc1oc(C)nc1S(=O)(=O)c1ccccc1
→ 10	/	/	-14	2	0	/	0
25	COC(C)(C)[C@@H](O)COc1c2ccoc2cc2oc(=O)ccc12
→ 6	-8	4	7	0	1	2	4
26	CCOP(=O)(CC(C(C)=O)C(O)c1ccccc1)OCC (stereo not drawn)
→ /	-8	-4	8	-4	-7	11	-1
27	Cc1ccc(NC(=O)COC(=O)Cn2ccc(C(F)(F)F)n2)cc1Cl
→ -3	4	/	4	-7	2	1	4
28	COc1ccccc1CNC(=O)C1CC2Cn3c(nc4cc5ccccc5cc43)C2N1C (stereo not drawn)
→ /	-1	-8	4	1	3	24	2
29	CCc1ccc2[nH]c(=O)c(C(c3nnnn3CCOC)N3CCN(c4ccccc4)CC3)cc2c1 (stereo not drawn)
→ 1	/	/	11	2	-2	/	-6
30	Brc1ccc2ncnc(Nc3ccc(N4CCOCC4)cc3)c2c1
→ 34	/	3	/	7	/	26	/

Brought forward from above: 2 entries, followed by the next part.
Second line of a record: PGC1a acetyl inh	PAX8 inh HTS	GSIS activator	C2C12 statin	ARNT-TACC3 inh	Cneo AK release	LGR2 inh	PglD DTNB
29	CCc1ccc2[nH]c(=O)c(C(c3nnnn3CCOC)N3CCN(c4ccccc4)CC3)cc2c1 (stereo not drawn)
→ 1	/	/	11	2	-2	/	-6
30	Brc1ccc2ncnc(Nc3ccc(N4CCOCC4)cc3)c2c1
→ 34	/	3	/	7	/	26	/
31	CSc1ccc(CN2CCC(C)(Oc3ccc(CC#N)cc3)C2)cc1 (stereo not drawn)
→ -8	/	16	0	/	-1	3	7
32	COc1cccc(-c2cnc3c(c2)C(=O)N([C@H](C)CO)C[C@H](C)[C@H](CN(C)CC2CCOCC2)O3)c1
→ -2	10	29	48	-10	2	-10	0
33	Cc1ccccc1NC(=O)Nc1nc(C(N)c2ccccc2)cs1 (stereo not drawn)
→ 0	3	-16	0	/	2	2	-2
34	COc1cccc(S(=O)(=O)N2C[C@@H](O)COC[C@H]3O[C@H](CC(=O)Nc4ccccc4)CC[C@@H]32)c1
→ -3	4	-1	-14	19	112*	9	-5
35	Cc1ccc(C)c(NC(=O)CSc2nc3[nH]ncc3c(=O)[nH]2)c1
→ /	0	-2	/	26	/	-7	/
36	CC(=O)OC[C@@H]1CN(Cc2ccccc2)C[C@H](n2cnc3c(NCC(C)C)ncnc32)O1
→ /	1	-26	-10	/	-1	-19	-6
37	C[C@H]1CN([C@@H](C)CO)C(=O)CCCn2nncc2CO[C@@H]1CN(C)C(=O)c1ccc(N2CCN(C)CC2)cc1
→ ?	0&-12	-5&6	3&-5	3	1&3	1&18	-2&-3
38	COc1ccc(C(C)NC(=S)NC2CCCC2)cc1OC (stereo not drawn)
→ 2	-2	3	/	-1	-4	1	-8
39	COc1ccc(NC(=O)N(C)C[C@@H]2Oc3ncc(C4=CCCC4)cc3C(=O)N([C@@H](C)CO)C[C@H]2C)cc1
→ 2	/	-14	/	-9	0	1	-5
40	Cc1ccc(C(=O)n2nc(-c3cccnc3)nc2N)cc1
→ 5	/	72*	/	-13	-6	-15	-1
41	COc1ccc(CNC(=O)C[C@H]2CC[C@H](NC(=O)CN(C)C)[C@H](CO)O2)cc1
→ -5	3	-3	-14	3	-5	2	4
42	CO[C@H]1CN(C)C(=O)c2ccc(NC(=O)C3CC3)cc2OC[C@@H](C)N(C(=O)C2CCCCC2)C[C@H]1C
→ -13	/	-9	-3	-3	10	6	-5
43	C[C@H]1CN([C@@H](C)CO)C(=O)Cc2cc(NC(=O)Nc3ccc(C(F)(F)F)cc3)ccc2O[C@@H]1CN(C)S(=O)(=O)c1ccc(F)cc1
→ -9	14	0	13	/	/	14	/
44	C[C@@H]1CN([C@@H](C)CO)C(=O)c2cc(-c3cccc(F)c3)cnc2O[C@@H]1CN(C)Cc1ccncc1
→ -2	12	/	10	-4	-8	/	5
45	Cc1ccc(S(=O)(=O)N(C)C)cc1NC(=O)C1CCCC1
→ 4	15	-6	1	-2	1	-17	8
46	CCCCCOc1ccc(Br)cc1CSC(=N)N
→ /	55	-2	/	-13	/	?	/
47	CC(=O)N(C)C[C@H]1Oc2cc(-c3cccc(C#N)c3)ccc2S(=O)(=O)N([C@H](C)CO)C[C@@H]1C
→ 7	/	9	-18	-2	1	8	1
48	CCOc1ccc(OCCC(=O)OCC(=O)NC2CC2)cc1
→ 7	-15	11	1	-3	-2	-6	1
49	CC(C)N1CCN(CC2COc3ccccc3O2)CC1 (stereo not drawn)
→ 8	-17	36	-28	-6	-3	-8	0
50	CCCNC(=O)Nc1ccc2c(c1)OC[C@@H](C)N(Cc1ccc(-c3ccccn3)cc1)C[C@H](C)[C@@H](OC)CN(C)C2=O
→ -2	29	-45	11	/	2	-1	-2
51	COCCNC(=O)C[C@@H]1CC[C@H]2[C@H](COc3ccc(NC(=O)c4cc(C)on4)cc3C(=O)N2C)O1
→ 6	-5	14	-10	-6	-2	5	-1
52	COc1ccccc1NS(=O)(=O)c1cn(C)cn1
→ -16	-7	-10	7	-5	5	25	-3
53	Cc1ccc(N2CC(C(=O)OCC(=O)C(C)(C)C)CC2=O)cc1 (stereo not drawn)
→ /	17	/	1	-6	-1	/	4
54	Cc1cc(Cl)cc(Br)c1OCCNCC(C)O (stereo not drawn)
→ /	/	0	5	-4	1	2	-1
55	COc1cc2c(cc1OC)C(c1cccc(OC)c1OC)CC(=O)N2 (stereo not drawn)
→ 5	12	/	-5	-14	0	/	1
56	O=C(C[C@@H]1CC[C@H]2[C@@H](COC[C@@H](O)CN2C(=O)Nc2ccc(C(F)(F)F)cc2)O1)NCC1CC1
→ 3	1	-32	-40	2	-3	-15	0

3 compounds from above, arranged by count of non-hydrogen atoms, ascending.
Second line of a record: PGC1a acetyl inh	PAX8 inh HTS	GSIS activator	C2C12 statin	ARNT-TACC3 inh	Cneo AK release	LGR2 inh	PglD DTNB
53	Cc1ccc(N2CC(C(=O)OCC(=O)C(C)(C)C)CC2=O)cc1 (stereo not drawn)
→ /	17	/	1	-6	-1	/	4
37	C[C@H]1CN([C@@H](C)CO)C(=O)CCCn2nncc2CO[C@@H]1CN(C)C(=O)c1ccc(N2CCN(C)CC2)cc1
→ ?	0&-12	-5&6	3&-5	3	1&3	1&18	-2&-3
50	CCCNC(=O)Nc1ccc2c(c1)OC[C@@H](C)N(Cc1ccc(-c3ccccn3)cc1)C[C@H](C)[C@@H](OC)CN(C)C2=O
→ -2	29	-45	11	/	2	-1	-2

Shown as a hit in GSIS activator, among the entries above:
No.	compound	PGC1a acetyl inh	GSIS activator	ARNT-TACC3 inh	LGR2 inh	PglD DTNB
40	Cc1ccc(C(=O)n2nc(-c3cccnc3)nc2N)cc1	5	72*	-13	-15	-1
